# Screening results from PubChem BioAssay.
# Fam108B inh: mouse Fam108B serine hydrolase inhibitors, primary screen, counter-screen for RBBP9 inhibitor project, biochemical, fluorescence polarization. recombinant Fam108B, FP-Rh probe fluorescence polarization. inhibition, % at 9.51 µM. actives 0.33% (n = 300,000). AID 1947, 2009;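 active = inhibition above the screen mean inhibition plus 3 SD, computed separately per campaign, cut at about 18% in these data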;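 note: inhibitors lower polarization as less probe binds the enzyme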
# MEX-5 binding: MEX-5 zinc finger RNA-binding disruptors – biochemical, C. elegans, fluorescence polarization, MLPCN library, primary screen; actives 0.38% (n = 300,000); activity score (negative = inhibition of binding), % at 10 µM; AID 1832, 2009; Zinc finger protein mex-5 (Caenorhabditis elegans), Q9XUB2; MEX-5/FITC-TCR2 RNA binding; hits give low values;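 active = inhibition past about -25% in most replicates, and total fluorescence under double the plate's negative control median, limit read from the data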;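 note: 0% = DMSO and -100% = 5 µM competing unlabeled TCR2 RNA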
# Target sequence (Q9XUB2 whole entry, looked up): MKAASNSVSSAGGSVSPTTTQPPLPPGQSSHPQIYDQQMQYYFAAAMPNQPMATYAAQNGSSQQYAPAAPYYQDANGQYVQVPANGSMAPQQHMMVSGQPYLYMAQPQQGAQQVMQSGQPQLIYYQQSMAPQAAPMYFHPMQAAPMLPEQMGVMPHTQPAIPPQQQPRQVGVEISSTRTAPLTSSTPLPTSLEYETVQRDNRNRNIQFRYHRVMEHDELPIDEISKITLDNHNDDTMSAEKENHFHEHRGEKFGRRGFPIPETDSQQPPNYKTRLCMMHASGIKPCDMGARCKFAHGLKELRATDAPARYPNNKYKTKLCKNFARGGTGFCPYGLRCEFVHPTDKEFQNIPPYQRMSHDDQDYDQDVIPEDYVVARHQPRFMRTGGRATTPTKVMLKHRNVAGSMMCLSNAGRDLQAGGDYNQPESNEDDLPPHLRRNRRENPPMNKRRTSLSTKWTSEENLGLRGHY
# MCL1 BIM primary: inhibitors of MCL1 binding to BIM-BH3, primary screen, biochemical, fluorescence polarization. Induced myeloid leukemia cell differentiation protein Mcl-1 (Homo sapiens), Q07820. GST-MCL1 / FITC-Bim-BH3 fluorescence polarization. inhibition, % at 10.9 µM. actives 0.68% (n = 320,000). AID 2057, 2009;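 active = inhibition above the mean inhibition of all tested compounds plus 3 SD, set per campaign, cut at about 40% in these data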;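 note: 0% = DMSO wells and 100% = unlabeled Bim-BH3 peptide control; higher means more loss of mP so more displacement of Bim peptide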
# TPT1 inh: Candida albicans TPT1 enzyme inhibitors, primary screen, biochemical, fluorescence polarization | tRNA 2'-phosphotransferase TPT1 (Candida albicans SC5314) | recombinant caTPT1, FP RNA substrate dephosphorylation | inhibition, % at 5 µM | actives 0.81% (n = 300,000);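 active = inhibition above the mean of all tested compounds plus 3 SD, set per screening campaign, cut at about 24% in these data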;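 note: plate controls were DMSO alone for no effect and ferristatin control at 100 nM for full effect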
# PAD4 FP inh: human PAD4 inhibitors, primary screen, biochemical, fluorescence polarization, 1536-well format; Protein-arginine deiminase type-4 (Homo sapiens), Q9UM07; recombinant PAD4, RCA probe fluorescence polarization; inhibition, % at 6.36 µM; actives 0.41% (n = 330,000); AID 485272, 2010;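 active = percent inhibition above a cutoff equal to the mean of all tested compounds plus 3 SD, cut at about 15% in these data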;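 note: 0% = PAD4 with RCA probe and DMSO and 100% = probe without PAD4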
# Target sequence (Q9UM07 whole entry, looked up): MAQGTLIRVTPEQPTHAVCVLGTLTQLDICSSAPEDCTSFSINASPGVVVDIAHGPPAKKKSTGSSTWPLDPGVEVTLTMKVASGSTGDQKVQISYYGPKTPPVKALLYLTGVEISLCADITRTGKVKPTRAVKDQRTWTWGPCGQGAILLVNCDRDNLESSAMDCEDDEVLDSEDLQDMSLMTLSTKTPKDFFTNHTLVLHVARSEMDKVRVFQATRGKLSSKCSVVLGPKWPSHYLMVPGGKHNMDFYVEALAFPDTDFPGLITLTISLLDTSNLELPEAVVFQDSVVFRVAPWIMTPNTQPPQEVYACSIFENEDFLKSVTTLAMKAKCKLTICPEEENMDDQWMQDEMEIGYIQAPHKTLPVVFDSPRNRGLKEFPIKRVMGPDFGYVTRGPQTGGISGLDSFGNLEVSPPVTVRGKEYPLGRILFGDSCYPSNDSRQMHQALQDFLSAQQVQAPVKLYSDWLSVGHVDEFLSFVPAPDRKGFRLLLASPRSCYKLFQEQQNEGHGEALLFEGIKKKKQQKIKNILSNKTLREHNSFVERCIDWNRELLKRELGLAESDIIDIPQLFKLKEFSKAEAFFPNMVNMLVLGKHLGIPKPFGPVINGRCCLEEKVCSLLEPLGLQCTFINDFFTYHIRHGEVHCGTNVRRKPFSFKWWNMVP
# GSTO1 inh: inhibitors of recombinant GSTO1, primary screen, counter-screen for RBBP9 inhibitor project, biochemical, fluorescence polarization; inhibition, % at 5.96 µM; AID 1974, 2009; activity-based probe fluorescence polarization; Glutathione S-transferase omega-1 (Homo sapiens), P78417; actives 1.1% (n = 300,000);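 active = inhibition above the campaign mean inhibition plus 3 SD, cut at about 35% in these data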;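 note: 0% = GSTO1-1 with DMSO and 100% = wells lacking GSTO1-1 enzyme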
# BCLXL inh: inhibitors of human Bcl-xL, primary screen, biochemical, fluorescence polarization, HTS; actives 0.7% (n = 320,000); inhibition, % at 10.9 µM; AID 2129, 2009; Bcl-2-like protein 1 (Homo sapiens), Q07817; GST-Bcl-xL / FITC-Bim BH3 peptide fluorescence polarization;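 active = inhibition above the mean of all tested compounds plus 3 SD, cutoff set per campaign, cut at about 30% in these data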;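 note: 0% = DMSO wells and 100% = unlabeled Bim-BH3 peptide competitor; inhibitors lower millipolarization by displacing the labeled peptide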
# PME-1 primary: PME-1 inhibitors via competitive probe labeling, primary screen, biochemical, fluorescence polarization, FP-Rh probe, HTS. AID 2130, 2009. inhibition, % at 5.9 µM. recombinant PME-1. Protein phosphatase methylesterase 1 (Homo sapiens), Q9Y570. actives 0.53% (n = 320,000);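 active = inhibition above the campaign mean of all compounds plus 3 SD, cut at about 26% in these data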;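 note: competitive labeling of PME-1 active site by serine hydrolase directed probe; 0% = PME-1 with DMSO and 100% = wells lacking PME-1 enzyme; inhibitors block probe labeling so polarization falls and inhibition rises; many of its hits are not listed in these tables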
# GLD-1 TGE inh: GLD-1/TGE RNA complex disruptors, primary screen, biochemical, fluorescence polarization; purified GLD-1 + fluorescein TGE RNA; inhibition, % at 5.96 µM; actives 0.44% (n = 320,000); AID 2280, 2010;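 active = percent inhibition above a per-plate cutoff, the plate mean of test compounds plus 3 SD, cut at about 30% in these data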;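 note: 0% = DMSO wells with GLD-1 and probe and 100% = wells lacking GLD-1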
# * hit, by the source's call; . = not tested or not shown. These rows are one share of the data; the hit share may differ from the screen's.
SMILES,Fam108B inh,MEX-5 binding,MCL1 BIM primary,TPT1 inh,PAD4 FP inh,GSTO1 inh,BCLXL inh,PME-1 primary,GLD-1 TGE inh
O=C(N/N=C/c1coc2ccccc2c1=O)c1cc2ccccc2o1,3,-1.1,8,-1,-4,9,4,-6,-11
O=S(=O)(c1ccc2ccccc2c1)N1CCC(c2nc(-c3ccncc3)no2)CC1,-4,-1.7,2,-1,2,2,2,1,7
N#CCCNc1c(Cl)cc(Cl)cc1C(=O)O,1,-0.5,10,-3,-3,6,5,-5,3
CC(=O)N1c2ccc(S(=O)(=O)N3c4ccccc4CC3C)cc2CC1C (stereo not drawn),1,-0.6,3,0,-1,0,0,3,2
COc1ccc(/C=C(\NC(=O)c2ccc(OC)cc2)C(=O)NC(CCSC)C(=O)O)cc1 (stereo not drawn),-7,0.7,6,2,-1,0,-1,6,-5
CN1OC(Cn2cc(C#N)c(=O)n(C)c2=O)CC1c1ccccc1 (stereo not drawn),-1,-0.4,0,-2,5,-4,3,-4,-9
CN1CCN(Cc2ccc(-c3ccc(Cl)cc3)o2)CC1,-2,.,5,0,-2,3,3,-3,6
O=c1c2cccc3c2c(nn1-c1ccccc1)-c1ccccc1-3,-25,0.1,-2,6,-3,1,-3,-5,0
Cc1c(C(=O)NN)sc(=S)n1C,-2,2.7,17,3,0,14,2,1,3
O=C(O)[C@H]1CCCN1S(=O)(=O)c1cccc2cccnc12,2,.,4,1,2,3,-3,-1,6
O=[N+]([O-])c1cccc(/C=N/n2c(C3CCCCC3)n[nH]c2=S)c1,4,-2.6,-33,3,-1,1,-31,7,4
CCc1nnc(NC(=O)C(NC(=O)c2ccccc2Cl)C(C)C)s1 (stereo not drawn),2,0.6,2,-1,-4,7,2,9,0
Cc1cc(C(=O)NCc2cccc(Cl)c2)c2ccccc2n1,0,-0.9,2,2,-2,3,1,3,-1
Cc1ccc(C(=O)Nc2ccccc2C(=O)O)cc1S(=O)(=O)Nc1ccc(Br)cc1,-22,.,10,-7,-8,-39,11,-32,5
COc1cccc(CN2CCCC(C(=O)N3CCCCC3)C2)c1 (stereo not drawn),-1,-3.4,1,-1,-5,-2,-1,-1,-2
C/C(=N/NC(=O)c1nnn(-c2nonc2N)c1-c1ccccc1)c1ccc2c(c1)OCO2,1,-0.8,0,2,-4,2,-1,-2,10
c1ccc2c(c1)ncn2CCn1cnc2ccccc21,3,1.8,2,-1,0,9,9,0,-1
COc1cccc(NC(=O)c2cc(=O)c3ccccc3o2)c1,-5,1.8,-6,1,-9,2,-1,2,-5
O=C(CC12CC3CC(CC(C3)C1)C2)Nc1ccc(C(=O)O)cc1,0,-0.7,3,-1,0,3,3,6,0
O=S(=O)([O-])C(c1ccccc1)[n+]1ccccc1 (stereo not drawn),-3,-0.2,47*,-6,1,2,8,-3,-2
Cc1ccc(C)c(OCCNc2ncccc2[N+](=O)[O-])c1,0,-2.9,2,-3,-1,0,4,7,2
O=c1n(-c2ccccc2)c(=O)n(Cc2ccccn2)n1Cc1ccccn1,1,4.1,3,-9,2,-5,4,-2,5
N#CC1=C(N)Oc2cc(N)ccc2C1c1ccsc1 (stereo not drawn),-1,2.2,7,2,-5,5,4,-11,2
CC(C)OC(=O)c1nnc(Cc2ccc(F)cc2)o1,1,-0.6,3,1,4,8,3,4,1
c1ccc(-c2cn(-c3ccccc3)c3ncnc(NCCCN4CCOCC4)c23)cc1,0,0.9,7,0,-1,9,5,1,-6
O=[N+]([O-])c1cc2c(c(CSc3ncccn3)c1)OCOC2,-4,2.8,5,-6,2,1,5,-3,-4
Cc1ccc(C(=O)N2CCC3(CC2)Oc2ccc(F)cc2C(=O)C32CC(c3ccc(Cl)cc3)=NO2)s1 (stereo not drawn),-1,4.6,0,1,-4,5,1,3,-1
CNC(C)C#Cc1ccc2oc3cc(C)c(C)cc3c(=O)c2c1 (stereo not drawn),-4,5.3,-1,2,-1,-54,4,-1,-1
Cc1ccc(S(=O)(=O)NC2(C(F)(F)F)NC(=O)N(c3ccc(F)cc3)C2=O)cc1 (stereo not drawn),-3,-1.3,-1,0,2,5,-1,0,-1
NC(=O)NC(Cc1ccccc1)C(=O)Nc1ccc(S(N)(=O)=O)cc1 (stereo not drawn),-3,-1.5,4,0,2,-1,5,-2,5
CCNc1nc2[nH]c(=O)c3c(c2s1)OC(N)=C(C#N)C3c1ccc(C)cc1 (stereo not drawn),6,-1.2,-27,18,-10,8,-13,11,-12
CCN(CC#CCC(O)(c1ccccc1)C1CCCC1)C(C)C (stereo not drawn),4,-2.2,7,-2,5,4,3,-1,6
COC(=O)CSc1nc(NC#N)nc(NC(C)C)n1,-2,-0.2,-2,4,2,-1,1,-3,-8
Oc1ccc2ccccc2c1N=Nc1ccccn1,6,-7.9,8,6,-5,19,2,20,-5
N#Cc1c(N)nc(-c2ccccc2)nc1-c1ccccc1,-4,-1.5,-2,2,-3,7,-2,-6,9
CCOC(=O)c1nccnc1C(=O)Nc1cccc(C(F)(F)F)c1,2,0.2,5,0,6,-2,9,4,-5
Cc1cc(C)cc(NC(=S)N2CCN(Cc3ccccc3)CC2)c1,0,2.2,2,2,-2,-1,2,-2,-1
Cc1csc(SCC(=O)O)n1,4,1.3,-2,1,-1,-1,2,6,3
Cc1cccc(NC(=O)CSCC(=O)NCc2cccc(C(F)(F)F)c2)c1,0,-0.3,-30,0,-3,1,-10,7,-5
CSc1ccccc1C(=O)N1CCCC(CNC(=O)c2ccc(F)cc2)C1 (stereo not drawn),3,-0.8,6,-1,2,7,4,-4,1
COc1ccc(OC)c(-c2cc(C(=O)N3CCN(c4ccccc4)CC3)no2)c1,-1,-0.6,-5,7,-4,-1,-6,0,3
CCN(CCO)Cc1csc2c(Br)cccc12,5,-3.0,-1,-1,-4,9,-3,-7,-3
CCn1c(=O)cc(SCC(=O)NCc2ccccn2)c2ccccc21,-3,0.8,1,0,-1,2,0,2,6
Cc1nn(-c2ccccc2)c(C)c1/C=N/n1c(-c2ccc(Cl)cc2)n[nH]c1=S,-7,1.3,-20,2,0,4,-23,4,2
CCCOc1ccc(N2C(=O)CC(N(C(=O)c3ccco3)c3ccc(OCCC)cc3)C2=O)cc1 (stereo not drawn),-4,-0.3,2,-3,2,-4,3,-3,2
Cc1csc(NC(=O)CSc2nc3[nH]ncc3c(=O)[nH]2)n1,-2,0.0,0,3,2,-1,3,2,5
CN(C)c1ccc(NC(=O)Cn2cc3c(n2)CCCC3)cc1,-1,-12,2,4,3,7,0,0,2
CCC(C)(C)NC(=O)C(c1ccccn1)N(C(=O)c1csnn1)c1ccccc1 (stereo not drawn),2,-3.8,7,-2,-3,-4,2,-3,-3
Cc1ccc(-n2nc3c(N4CCC(C(=O)NCc5cccc(F)c5)CC4)nnc(C)c3c2C)cc1,-1,5.7,-1,8,1,4,-1,2,-12
COCCn1cnc2c1c(=O)n(Cc1ccc(Br)cc1)c(=O)n2Cc1ccccc1,3,0.6,-4,0,3,17,0,1,2
O=C(NNC(=O)c1cc2cc(OC(F)(F)F)ccc2[nH]1)c1ccc(Cl)cc1,-5,0.4,0,-3,7,-7,2,-8,1
Fc1ccc(OCc2nc(-c3ccc(Br)o3)no2)c(F)c1,4,-2.3,7,-3,5,11,0,-4,2
O=C(CCCN1C(=O)S/C(=C/C=C/c2ccccc2)C1=O)Nc1ccc(C(=O)O)cc1,-11,1.4,8,2,-4,-10,2,-10,5
S=C(Cc1ccc(-c2ccccc2)cc1)N1CCOCC1,-1,-1.7,14,-2,-3,-12,3,-4,0
Cc1ccccc1CNC(=O)Cn1ccc2cc(S(=O)(=O)N3CCCCCC3)ccc21,0,0.4,-2,-2,2,-5,5,3,-2
Cc1ccccc1N(C(=O)Cc1ccsc1)C(C(=O)NC1CCCCC1)c1ccc(F)cc1 (stereo not drawn),6,-1.8,3,-2,5,9,-2,-2,-1
CC(=O)Nc1ccc(-c2nnn(CC(=O)c3ccccc3)n2)cc1Cl,4,2.3,0,0,0,-6,1,7,-2
O=CNNC(=O)c1cccc([N+](=O)[O-])c1,1,-1.8,-2,2,-4,1,7,-4,-1
COc1cccc(-n2c(SCC(=O)N3CCOCC3)nnc2-c2c[nH]c3ccccc23)c1,1,1.1,1,-1,-2,-8,1,-1,0
O=C(CSc1nnc(-c2c[nH]c3ccccc23)o1)N1c2ccccc2CCc2ccccc21,-20,4.5,-13,-1,-2,-24,-5,-27,6

# Looked up one by one from the list above:
SMILES,Fam108B inh,MEX-5 binding,MCL1 BIM primary,TPT1 inh,PAD4 FP inh,GSTO1 inh,BCLXL inh,PME-1 primary,GLD-1 TGE inh
CCc1nnc(NC(=O)C(NC(=O)c2ccccc2Cl)C(C)C)s1 (stereo not drawn),2,0.6,2,-1,-4,7,2,9,0
CCNc1nc2[nH]c(=O)c3c(c2s1)OC(N)=C(C#N)C3c1ccc(C)cc1 (stereo not drawn),6,-1.2,-27,18,-10,8,-13,11,-12
N#CCCNc1c(Cl)cc(Cl)cc1C(=O)O,1,-0.5,10,-3,-3,6,5,-5,3

# (more compounds)
SMILES,Fam108B inh,MEX-5 binding,MCL1 BIM primary,TPT1 inh,PAD4 FP inh,GSTO1 inh,BCLXL inh,PME-1 primary,GLD-1 TGE inh
CCS(=O)(=O)C1=NSC2=NC(=O)/C(=C\c3ccc(OC(=O)c4ccco4)cc3)C(=N)N21,0,3.8,3,2,-1,6,-1,-4,7
COc1cc(C(=O)Nc2ccc(S(=O)(=O)Nc3onc(C)c3C)cc2)cc(OC)c1OC,1,-0.5,5,0,1,-7,-1,-1,0
CCOc1ccc(-c2[nH]nc3c2C(c2ccc4c(c2)OCO4)C(C#N)=C(N)O3)cc1OC (stereo not drawn),1,-1.3,-4,-2,-1,24,5,-6,-2
COc1ccc(-n2nc3c(N4CCC(C(=O)NCc5ccccc5C)CC4)nnc(C)c3c2C)cc1,1,6.3,-50,5,-4,11,-41,-2,-3
Cc1cc(C)nc(NC(=O)CSc2nc3cc(Cl)ccc3s2)n1,4,-1.2,10,-1,-1,1,7,-2,3
O=C(NC(=O)C(F)(F)F)Nc1ccc(S(=O)(=O)Nc2nccs2)cc1,6,-2.5,-3,-2,-3,-3,1,-6,2
COc1ccc(NS(=O)(=O)c2cccc(C(=O)NCc3ccccc3CN3CCCC3)c2)cc1,.,.,8,.,-1,.,2,0,2
Cc1cc(NC(=O)CSc2nnnn2Cc2ccccc2)no1,-2,1.0,-1,-3,-4,-5,6,-3,-2
CCCSc1nc(N2CCCC2)c2c(c1C#N)CC(C)(C)OC2,-3,0.1,-5,4,3,-7,-2,6,0
CCN(CC)C(=O)N1CCN(S(=O)(=O)c2ccccc2)CC1,0,1.2,3,5,2,5,1,-2,5
